Salmonella PhoP GFP = Inhibition of PhoP regulon, Salmonella typhi GFP reporter cells, confirmation, 4 h (AID 1850); 0.33% of 310,000 active; inhibition, % at 50 µM, or IC50 in µM where a hit was titrated; Salmonella Typhi PhoP-promoter GFP reporter, fluorescence, 4 h; higher % means a stronger effect; in the data active = a potency from the dose series; inconclusive = inhibition mostly from about 25% at the one dose, without a potency; inactive = the rest, 99 in 100 with inhibition below about 19%;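 also: 0% = induced wells with vehicle and 100% = uninduced wells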
tuberculosis growth = growth inhibition of non-replicating M. tuberculosis (AID 488890). Mycobacterium tuberculosis non-replicating, growth inhibition; higher % means a stronger effect. one-dose inhibition, % at 25 µM; IC50 in µM for titrated hits. 0.39% of 320,000 active; in the data active = a potency from the dose series; inconclusive = inhibition mostly from about 82% at the one dose, without a potency; inactive = the rest, 99 in 100 with inhibition below about 76%;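 also: plate controls were DMSO cells for no effect and high antibiotic wells for full effect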
M. tuberculosis HTS = M. tuberculosis growth inhibition, HTS (AID 449762); M. tuberculosis H37Rv growth inhibition, 7H9 media; higher % means a stronger effect; one-dose inhibition, % at 25 µM; IC50 in µM for titrated hits; 0.59% of 330,000 active; in the data active = a potency from the dose series; inconclusive = inhibition above about 70% without an active follow-up result;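 also: bacterial growth assessed after seven days of incubation; strong numbers were not always called active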
VEEV TC-83 Vero = inhibitors of VEEV TC-83 cytopathic effect, confirmation, Vero cells (AID 588727) | 0.13% of 350,000 active | Vero cells, VEEV TC-83 cytopathic effect inhibition; higher % means a stronger effect | inhibition, % at 20 µM; hits with a dose series show IC50 in µM; in the data active = a potency from the dose series; inconclusive = inhibition mostly from about 14% at the one dose, without a potency; inactive = the rest, 99 in 100 with inhibition below about 12%; also: strong numbers were not always called active
H1N1 NS1A inhibition = H1N1 influenza NS1A inhibitors, functional cell based assay (AID 504329); NS1A functional cell-based assay, percent inhibition; higher % means a stronger effect; inhibition, % at 12.5 µM; hits with a dose series show IC50 in µM; 0.3% of 340,000 active; in the data active = a potency from the dose series; inconclusive = inhibition above about 27% without an active follow-up result; also: strong numbers were not always called active
VEEV TC-83 Vero 10K pilot screen = further read-out of VEEV TC-83 Vero, marked with its call; inhibition, %; measured here: 10K pilot screen inhibition
Starred values were filed as active, the others as inactive; i = inactive; ? = inconclusive; . = not tested or not shown.

SMILES	Salmonella PhoP GFP	tuberculosis growth	M. tuberculosis HTS	VEEV TC-83 Vero	H1N1 NS1A inhibition	others
COC(=O)C1=C(C)NC(C)=C(C(=O)OC)C1C(=O)OCc1nnc(-c2ccccc2)o1	0%	-16%	-3%	1.2%	3%
O=C(Nc1ccccc1)c1nnn(Cc2ccccc2)c1NC(=O)C(F)(F)F	10%	53%	2%	6.6%	-1%
C#CCOCCOCCOCCNc1nc(N2CCN(C(=O)[C@H]([C@@H](C)O)n3cc(CCCCN)nn3)CC2)nc(N2CCN(C(=O)[C@H](Cc3ccc(O)cc3)n3cc(CCO)nn3)CC2)n1	-7%	2%	0%	1.7%	-2%
CCN(CC)S(=O)(=O)c1ccc(NC(=O)COC(=O)c2ccc(-n3nc(C)cc3C)cc2)cc1	-2%	23%	66%	4.5%	4%
O=C(Nn1cnnc1)c1ccc(Br)s1	-1%	-18%	-9%	1.8%	-26%
CC(=O)Nc1cccc(-n2nnc(SCC(=O)Nc3ccc(F)c(Cl)c3)n2)c1	-11%	57%	20%	7.1%	.
CN(CC(=O)NCCN1CCCCCC1)S(=O)(=O)c1cccc2nsnc12	10%	29%	2%	1.2%	5%
COc1cccc(C(=O)Nc2ccc3nc(N4CCOCC4)cc(C)c3c2)c1	17%	.	-13%	11%	32%
Cc1ccnc(NC(=O)c2ccc(NS(=O)(=O)/C=C/c3ccccc3)cc2)c1	6%	33%	54%	5.5%	-7%
Cc1ccc(C(=O)N/C(=C\c2ccc(-c3cccc([N+](=O)[O-])c3)o2)C(=O)NCCCN2CCOCC2)cc1	9%	30%	11%	24%	5%
COCCOC(=O)C1=C(N)Oc2c(oc(CO)cc2=O)C1c1ccccc1F (centres undefined)	8%	6%	6%	3.3%	16%
O=C(NCc1cccnc1)C(=O)NCC(c1ccco1)N1CCOCC1 (centres undefined)	8%	-2%	2%	1.6%	-12%
Cc1oc(/N=C/c2ccc(Cl)cc2)c(C#N)c1C	-6%	-4%	-10%	1.6%	7%
O=C(O)c1ccc(C(=O)C(=O)c2ccccc2)cc1	4%	-1%	9%	0.9%	-4%
COc1ccc(OC)c(C(C)NC(=O)C(C)Cc2ccccc2)c1 (centres undefined)	10%	-7%	-8%	2.4%	-6%
C=C(C)C(=O)Nc1cccc(C2=NOC3(C2)C[C@@H](C(N)=O)N(C(=O)c2ccc(Cl)cc2)C3)c1 (some centres undefined)	11%	10%	-1%	.	.
Cc1ccc(C(=O)NCC(=O)OCC(=O)N(CC(C)C)c2c(N)n(Cc3ccccc3)c(=O)[nH]c2=O)cc1C	7%	20%	0%	1.4%	1%
CN1CCN(NC(=O)c2ccc(S(=O)(=O)N3CC4(C)CC3CC(C)(C)C4)cc2)CC1 (centres undefined)	-4%	2%	11%	1.2%	13%
Fc1cccc(NC(=S)Nc2cccnc2)c1	7%	35%	4%	3.7%	-10%
Cc1[nH]c2ccccc2c1C(=O)C(=O)N1CCN(C(=O)c2ccco2)CC1	-3%	10%	-6%	0.4%	2%
CCN1C(=O)c2cccc3c(S(=O)(=O)Nc4ccncc4)ccc1c23	3%	-5%	-1%	1.9%	6%	VEEV TC-83 Vero 10K pilot screen=1.8
N#C/C(=N\Nc1ccccc1)C(=N)N1CCOCC1	-7%	-10%	-4%	1.2%	18%
Cc1ccc(-c2nc(=S)c3c(n2Cc2ccco2)CCCC3)cc1	.	.	.	0.1%	4%
COc1ccccc1C(=O)Nc1nnc(S(=O)(=O)N2CCOCC2)s1	6%	0%	7%	2.7%	1%
CCn1ccnc1CN(C)C(=O)CCc1nnc(CCCc2ccccc2)o1	-5%	-7%	-7%	i	-16%
O=C(NC(Cc1ccccc1)C(=O)Oc1ccc2c(C(F)(F)F)cc(=O)oc2c1)OCc1ccccc1 (centres undefined)	0%	17%	-6%	1.0%	0%
Cc1ccc(N(CC#N)C(=O)CS(=O)(=O)c2cccc([N+](=O)[O-])c2)cc1	10%	54%	56%	0.2%	-19%
CC1CC(=O)C2=C(C1)Nc1nc3ccccc3n1C2c1cccnc1 (centres undefined)	-18%	-1%	3%	1.8%	-4%
CCCC(=O)Nc1nc2ccc(NC(=O)c3ccccc3F)cc2s1	8%	6%	7%	7.2%	-3%
CN1CCN(Cc2c(O)ccc3cc(-c4ccccn4)c(=O)oc23)CC1	-5%	18%	22%	i	2%
CCN1C(=O)c2ccccc2S(=O)c2ccc(C(=O)NCCN(CC(C)C)CC(C)C)cc21 (centres undefined)	-1%	13%	-1%	i	1%
Nn1c(CSc2nc3ccccc3o2)nnc1CSc1nc2ccccc2o1	1%	?	0%	0.5%	1%
CCn1c(SCC(=O)OC(C)C)nnc1-c1ccccc1OC	-12%	5%	2%	1.2%	-3%
O=C(Nc1ccnn1C1CCN(Cc2c[nH]c3ccccc23)CC1)c1ccccc1	8%	48%	-7%	0.2%	10%
CCOc1ccc([N+](=O)[O-])c(N)c1	-30%	1%	3%	i	11%
CSC1=C(C#N)C(=O)NC(c2ccc(Cl)cc2)S1 (centres undefined)	1%	-4%	2%	1.3%	-15%
CCOC(=O)N1CCN(CCC(=O)Nc2cc([N+](=O)[O-])ccc2OC)CC1	3%	-13%	-7%	0.9%	-6%
CCC(C)[C@H](NC(=O)C1CC(=O)N(c2ccc(OC)cc2)C1)C(=O)NC1CCCC1 (some centres undefined)	2%	-20%	-4%	1.1%	5%
COC(=O)N1C(=O)[C@@](c2ccccc2)(C2CCCC2)N1C(=O)OC	-4%	36%	4%	8.4%	0%	VEEV TC-83 Vero 10K pilot screen=2.1
Cc1cnc(NC(=O)c2ccc(F)c(S(=O)(=O)N3CCOCC3)c2)s1	.	-12%	11%	11%	0%
Nc1c(C(=O)c2ccc(Cl)cc2)oc2ccccc12	-1%	-4%	-21%	0.5%	0%
CC(C)Oc1ccc(C(=O)NCC(=O)Nc2ccc3c(c2)CCC3)cc1	.	-2%	3%	1.4%	-9%
O=S(=O)(c1cccc(-c2nnc(SCc3ccc(Cl)cc3)o2)c1)N1CCCCC1	4%	2%	-10%	1.7%	0%	VEEV TC-83 Vero 10K pilot screen=1.4
COc1cccc(-c2csc(NC(C)=O)n2)c1	10%	11%	-4%	4.3%	0%
O=C(CCc1ccccc1)N1CCN(S(=O)(=O)c2cccs2)CC1	-6%	-1%	-11%	5.0%	-7%
COC(=O)C1=C(C)N(CCc2ccccc2)C(=O)/C1=C\c1ccco1	7%	15%	-2%	4.6%	7%
CC(C)N(C(=O)[C@H]1C[C@H](CC(=O)NC(C)(C)C)C(=O)N2CCc3c([nH]c4ccc(Cl)cc34)[C@]12C)C(C)C	.	.	.	4.7%	15%
CCCCC1CCC(c2nc(-c3ccccn3)no2)CC1 (centres undefined)	13%	?	30%	i	3%
COc1ccc2c3c1OC1C(O)C=CC4[C@@H](C2)N(C)CC[C@]314 (some centres undefined)	.	-16%	1%	0.8%	-1%
O=C(NNC(=O)c1ccccc1C(F)(F)F)c1csc(N2CCOCC2)n1	1%	-8%	-28%	5.2%	-6%
COc1ccc(CN2CC(C(=O)NCCCN3CCCCC3)CC2=O)cc1 (centres undefined)	6%	-2%	-5%	0.7%	3%
CC(=O)c1cnc(Nc2ccc(C)cc2)s1	2%	21%	-1%	1.9%	-1%
CC(C)CNC(=O)CSc1nc2scc(-c3ccccc3)c2c(=O)[nH]1	-3%	4%	-12%	0.6%	-1%
Cc1cccc(NC(=O)CNC(=O)Cn2cc(C(F)(F)F)cc(Cl)c2=O)c1C	.	.	.	1.3%	-7%
Cc1ccc(OCC(=O)NCCc2nc3ccccc3[nH]2)c(C)c1	1%	77%	?	8.0%	-3%
N#CC1=C(N)Oc2n[nH]c(-c3ccc(F)cc3)c2C1c1cccnc1 (centres undefined)	.	.	.	2.2%	-11%
COc1ccc(C/C(C)=N\NC(=O)c2cn(C)c3ccccc23)cc1OC	5%	3%	8%	2.8%	-5%
CC(=O)Nc1nc2cc3c(cc2s1)OCO3	-4%	-8%	5%	3.0%	-4%
CCCn1c(SCCN2C(=O)c3ccccc3C2=O)n[nH]c1=O	-15%	-2%	9%	0.1%	5%
COc1ccc(-c2cc(C(=O)N(C)CC(=O)Nc3ccccc3C(F)(F)F)c3ccccc3n2)cc1OC	.	.	.	8.6%	-4%

Part of the list above in order of number of heavy atoms, low to high.
SMILES	Salmonella PhoP GFP	tuberculosis growth	M. tuberculosis HTS	VEEV TC-83 Vero	H1N1 NS1A inhibition	others
CCCn1c(SCCN2C(=O)c3ccccc3C2=O)n[nH]c1=O	-15%	-2%	9%	0.1%	5%
N#CC1=C(N)Oc2n[nH]c(-c3ccc(F)cc3)c2C1c1cccnc1 (centres undefined)	.	.	.	2.2%	-11%
COc1ccc(CN2CC(C(=O)NCCCN3CCCCC3)CC2=O)cc1 (centres undefined)	6%	-2%	-5%	0.7%	3%

(next part)
SMILES	Salmonella PhoP GFP	tuberculosis growth	M. tuberculosis HTS	VEEV TC-83 Vero	H1N1 NS1A inhibition	others
S=C(NN=C1C2CC3CC(C2)CC1C3)Nc1ccccc1	3%	14%	-7%	i	5%
O=C(CN(C(=O)CCC(=O)Nc1ccccn1)c1ccc2c(c1)OCO2)NCc1ccc(F)cc1	8%	3%	5%	0.7%	1%
CCc1ccc(NC(=O)C2CCCCC2C(=O)O)cc1 (centres undefined)	-4%	26%	?	0.3%	-6%
CCN(CC)c1nc2ccccc2[nH]1	-7%	1%	-2%	1.7%	0%
COC(=O)c1cccc(NC(=S)NC(C)C)c1	-26%	72%	7%	0.4%	-3%
COC(=O)c1ccc(N(C(=O)CNC(=O)c2ccco2)C(C(=O)NCC2CCCO2)c2ccc(OC)c(OC)c2)cc1 (centres undefined)	4%	-9%	-3%	i	5%
CC12C(=O)N(n3cnnc3)C(=O)C1C1C=CC2C1 (centres undefined)	-12%	7%	-9%	0.9%	-14%
COCC1CCN(C(=O)c2cc(COc3ccc(C)c(C)c3)on2)C1 (centres undefined)	-10%	-3%	3%	8.4%	-5%
O=C(COC(=O)CSc1ccc([N+](=O)[O-])cc1)NCc1cccs1	-4%	25%	5%	2.8%	0%
CCOC(=O)C1CCCN(C(=O)CCn2nc(-c3ccccc3)ccc2=O)C1 (centres undefined)	13%	-8%	0%	i	-1%
Cc1ccc(S(=O)(=O)N(C)CC(=O)OCC(=O)N2CCN(c3ccccc3)CC2)cc1	-5%	15%	-3%	0.3%	-3%
O=C1c2cccc3cc([N+](=O)[O-])cc(c23)C(=O)N1c1ccccc1O	7%	i	?	2.4µM*	-8%
Cc1nc(-c2ccc(Cl)cc2)sc1C1(C)CC(c2cccnc2)=NO1 (centres undefined)	9%	8%	1%	2.4%	-21%

Gathered by group: those above with an aryl thioether with sulfur outside any ring.
SMILES	Salmonella PhoP GFP	tuberculosis growth	M. tuberculosis HTS	VEEV TC-83 Vero	H1N1 NS1A inhibition	others
CC(=O)Nc1cccc(-n2nnc(SCC(=O)Nc3ccc(F)c(Cl)c3)n2)c1	-11%	57%	20%	7.1%	.
Nn1c(CSc2nc3ccccc3o2)nnc1CSc1nc2ccccc2o1	1%	?	0%	0.5%	1%
CCn1c(SCC(=O)OC(C)C)nnc1-c1ccccc1OC	-12%	5%	2%	1.2%	-3%
O=S(=O)(c1cccc(-c2nnc(SCc3ccc(Cl)cc3)o2)c1)N1CCCCC1	4%	2%	-10%	1.7%	0%	VEEV TC-83 Vero 10K pilot screen=1.4
CC(C)CNC(=O)CSc1nc2scc(-c3ccccc3)c2c(=O)[nH]1	-3%	4%	-12%	0.6%	-1%
CCCn1c(SCCN2C(=O)c3ccccc3C2=O)n[nH]c1=O	-15%	-2%	9%	0.1%	5%
O=C(COC(=O)CSc1ccc([N+](=O)[O-])cc1)NCc1cccs1	-4%	25%	5%	2.8%	0%
